Compound activity (PubChem)
hcDAF12 agonist = activates DAF-12 receptor from parasite H. contortus | AID 652067 | 1.4% of 370,000 active | HEK293 hcDAF-12 lit1-tk-luc reporter, luminescence; 0% DMSO, 100% Δ7-dafachronic acid | activation, % at 6.8 µM;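 active = activation above the mean of all tested compounds plus 3 SD, cut at about 5.5% in these data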;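 also: 100% = response to 3 µM Δ7-dafachronic acid high control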
SMARCA2 activ = increases SMARCA2 function in MMTV reporter cells; MG213 cells, MMTV-luciferase reporter, dexamethasone, overnight; activation, % at 9.1 µM; 1% of 370,000 active; in the data active = activation above about 7.8%;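 also: 0% = vehicle wells and 100% = reference activator wells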
FXN GAA850 act = frataxin GAA850 promoter activation; 0.56% of 360,000 active; HEK293 lucGAA850 FXN promoter luciferase reporter, 24 h; percent of 10 µM SAHA response; activation, % at 6 µM;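 active = activation above the average of all compounds screened plus 3 SD, cutoff fixed separately per campaign, cut at about 7.5% in these data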;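 also: 0% = DMSO wells and 100% = 10 µM SAHA wells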
DAX1 inh-1 = blocks DAX1 repression of SF-1 activated StAR promoter. HEK293T StAR-luciferase reporter, SF-1/DAX-1 repression relief. inhibition, % at 6.8 µM. 1.1% of 370,000 active. AID 652010;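 active = inhibition above the mean over all tested compounds plus 3 SD, cut at about 3.6% in these data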;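 also: 0% = DAX-1 cells with DMSO and 100% = cells lacking DAX-1 with DMSO; higher inhibition means more luminescence from relief of DAX-1 repression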
KLK7 zymogen act = activates the human kallikrein-7 zymogen; P49862; purified proKLK7, EDANS-DABCYL substrate fluorescence; 100% is mature enzyme control, 0% vehicle; activation, % at 7 µM; 0.9% of 370,000 active;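 active = activation above the mean of all tested compounds plus 3 SD, computed per campaign excluding outliers beyond control limits, cut at about 13% in these data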
ssDAF-12 act = S. stercoralis DAF-12 activation, primary screen; HEK293 ssDAF-12/GRIP1 lit1-tk-luc reporter, luminescence; % of 3 µM dafachronic acid response; activation, % at 6.8 µM; 1% of 370,000 active; AID 652126;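 active = activation above the mean over all tested compounds plus 3 SD, cut at about 0.9% in these data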;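 also: 0% = DMSO-only wells and 100% = 3 µM delta7-dafachronic acid wells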
NPR1 activator = GC-A (human) enzyme activation | activation, % at 10 µM | HEK293 GC-A cells, cGMP TR-FRET, EC30 ANP; 0% at EC30 ANP, 100% saturating ANP | 0.14% of 370,000 active | P16066 | AID 1671463; in the data active = activation above about 40%
Target sequence (P16066 whole entry, looked up): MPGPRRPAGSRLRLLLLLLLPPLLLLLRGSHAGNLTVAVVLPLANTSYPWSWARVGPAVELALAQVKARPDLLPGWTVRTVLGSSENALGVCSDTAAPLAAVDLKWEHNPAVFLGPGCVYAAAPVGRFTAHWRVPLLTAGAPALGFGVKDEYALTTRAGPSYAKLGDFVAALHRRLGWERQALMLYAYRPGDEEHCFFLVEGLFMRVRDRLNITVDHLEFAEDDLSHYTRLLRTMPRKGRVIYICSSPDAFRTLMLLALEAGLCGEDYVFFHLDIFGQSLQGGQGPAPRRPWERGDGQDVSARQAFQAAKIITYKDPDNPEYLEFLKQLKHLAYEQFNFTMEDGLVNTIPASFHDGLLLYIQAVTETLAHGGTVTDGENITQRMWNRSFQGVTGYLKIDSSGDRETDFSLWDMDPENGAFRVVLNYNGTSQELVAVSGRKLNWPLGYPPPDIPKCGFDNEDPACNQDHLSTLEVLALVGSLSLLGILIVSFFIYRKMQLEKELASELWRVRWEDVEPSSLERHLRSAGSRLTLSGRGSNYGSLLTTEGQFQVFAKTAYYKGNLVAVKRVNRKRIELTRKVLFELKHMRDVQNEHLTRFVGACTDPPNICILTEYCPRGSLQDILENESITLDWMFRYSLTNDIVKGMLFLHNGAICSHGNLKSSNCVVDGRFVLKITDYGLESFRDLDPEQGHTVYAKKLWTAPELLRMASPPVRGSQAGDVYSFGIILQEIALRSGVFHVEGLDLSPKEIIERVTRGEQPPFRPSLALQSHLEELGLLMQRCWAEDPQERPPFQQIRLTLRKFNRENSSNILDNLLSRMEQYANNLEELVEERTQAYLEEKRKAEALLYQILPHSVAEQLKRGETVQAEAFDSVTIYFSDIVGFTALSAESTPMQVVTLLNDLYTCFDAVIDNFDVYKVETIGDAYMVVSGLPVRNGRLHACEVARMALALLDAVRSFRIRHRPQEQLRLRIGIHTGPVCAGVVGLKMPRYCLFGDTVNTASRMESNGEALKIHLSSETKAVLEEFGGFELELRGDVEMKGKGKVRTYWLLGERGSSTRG
DAX1 inh-2 = inhibits human nuclear receptor DAX1. 0.99% of 340,000 active. AID 504766. inhibition, % at 6.75 µM. HEK293 Gal4-DAX1 luciferase reporter, luminescence. P51843;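 active = inhibition above the mean over all tested compounds plus 3 SD, cut at about 4.2% in these data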;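 also: 0% = DAX1-transfected cells with DMSO and 100% = empty-vector control cells with DMSO; inhibition shows as a rise in luminescence from relieved DAX1 repression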
hgDAF12 agonist = agonists of H. glycines DAF-12 nuclear receptor; 1.8% of 370,000 active; HEK293 GAL4-hgDAF12 UAS-luciferase reporter, agonist luminescence; normalized to butyrate control; activation, % at 6.8 µM;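 active = activation above a cutoff set at the mean of all screened compounds plus 3 SD, cut at about 10% in these data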;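 also: 0% = DMSO wells and 100% = sodium butyrate wells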
NPR2 activator = GC-B (human) receptor activation; P20594; activation, % at 10 µM; AID 1920062; 0.11% of 370,000 active; HEK293-GC-B cells, CNP EC30, cGMP TR-FRET; 0% at EC30 CNP, 100% saturating CNP;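 active = activation at 10 µM reaching about 35% in either raw or pattern-adjusted values, limit read from the data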
HGIII-sPLA2 inh = Inhibits HGIII-sPLA2 liposome hydrolysis, primary screen | AID 743126 | Q9NZ20 | inhibition, % at 12.2 µM | 0.56% of 370,000 active | QFRET BODIPY PC-A2 liposome hydrolysis, fluorescence;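 active = inhibition above mean plus 3 SD of compounds lying within the high and low control bounds, cut at about 19% in these data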;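 also: 0% = median of test compound wells and 100% = no enzyme DMSO wells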
The depositor's hits bear a star; / = not tested or not shown. Compounds as they come; about 6.7% have a hit in one of these screens.

SMILES | hcDAF12 agonist | SMARCA2 activ | FXN GAA850 act | DAX1 inh-1 | KLK7 zymogen act | ssDAF-12 act | NPR1 activator | DAX1 inh-2 | hgDAF12 agonist | NPR2 activator | HGIII-sPLA2 inh
COc1ccc(S(=O)(=O)Nc2ccccc2C(=O)Nc2nc(-c3ccc(F)cc3)cs2)cc1OC | -1.1 | -8.1 | -0.8 | -1.2 | 0.1 | -2.1 | 0.2 | -2.0 | -4.8 | 2.6 | -92.1
COc1ccc(C(=O)NNC2CC(=O)N(Cc3ccccc3)C2=O)cc1OC (stereo not given) | -0.6 | 7.9* | -0.2 | -0.2 | 0.0 | -2.1 | 4.2 | 1.1 | 0.9 | 6.1 | -12.0
CCCSc1cc(Cl)nc(N)n1 | -1.2 | 2.7 | 2.3 | 1.3 | 0.4 | -1.3 | 1.2 | -0.6 | 3.6 | -0.7 | 1.1
O=C(COc1ccc(Br)cc1Cl)N1CCN(c2ccccn2)CC1 | -1.8 | 4.4 | 2.2 | 0.0 | 0.0 | -1.9 | -3.9 | -0.3 | 0.6 | -6.2 | -0.1
COc1ccc(-c2csc(NC(=O)CN3C(=O)C4CCCCC4C3=O)n2)cc1OC (stereo not given) | -2.8 | -0.7 | 1.8 | -0.9 | 0.6 | -1.1 | 2.3 | 0.8 | -2.1 | 2.6 | -10.5
CN(C)S(=O)(=O)c1ccc(C(=O)Nc2ccc3ncccc3c2)cc1 | 0.5 | 3.3 | 2.2 | 0.5 | -0.6 | -1.6 | 0.7 | 0.6 | 4.7 | 13.8 | -3.0
Cc1c(C(=O)Nc2nccs2)oc2ccccc12 | 14.9* | 2.7 | 4.5 | 3.1 | -0.4 | 3.2* | -3.8 | 4.6* | 17.8* | -3.1 | 5.7
CC1(C)CC(CCC(=O)Nc2ccc(S(N)(=O)=O)cc2)C(=O)O1 (stereo not given) | -0.9 | 0.4 | -1.5 | -0.3 | -0.5 | -2.1 | 4.4 | 0.6 | 1.3 | 2.8 | 0.7
Cc1ccc(NC(=O)CNC(C)c2ccccc2)cc1 (stereo not given) | 1.8 | 3.1 | 1.7 | 0.1 | -0.2 | 0.1 | 3.0 | 3.4 | 6.0 | -1.1 | 4.2
NC(=O)c1ccc(-n2nnnc2Oc2ccccc2)cc1 | -1.5 | -2.3 | 2.2 | -0.5 | -0.3 | -1.3 | 6.3 | 0.6 | -0.2 | 1.7 | 0.3
O=C(COc1ccc(F)cc1)N(Cc1ccc(Cl)cc1)C1CCS(=O)(=O)C1 (stereo not given) | -1.3 | -1.9 | 1.3 | -0.1 | -0.5 | -0.6 | -17.0 | 0.7 | 0.0 | -12.7 | -10.7
O=C(COc1ccccc1[N+](=O)[O-])N1CCC(Cc2ccccc2)CC1 | -2.1 | -3.7 | 1.6 | -0.9 | 0.3 | -1.5 | -4.2 | -0.3 | -0.1 | 7.8 | -4.1
CC1(c2nc3ccccc3[nH]2)c2ccccc2C(=O)N1Cc1ccccn1 (stereo not given) | 0.9 | 3.2 | / | -0.7 | 0.7 | -0.1 | -8.7 | / | -0.2 | -11.0 | 5.8
COC(=O)[C@]12C[C@H](CC(=O)N3CCN(C(=O)C4CC4)CC3)C(=O)N(Cc3ccccc3)C1=C[C@H](C(C)(C)C)O[C@@H]2C | -0.6 | -4.1 | / | 0.8 | 0.4 | -0.8 | -8.3 | / | -0.3 | -6.5 | -3.0
Cc1ccc(S(=O)(=O)N2CCOCC2)cc1C(=O)NCCc1ccc(Cl)cc1 | -1.7 | -4.0 | -0.2 | 0.4 | -0.4 | -0.7 | -5.0 | 4.2 | -4.2 | -4.1 | -2.3
COc1nccnc1NS(=O)(=O)c1ccc(NC(=S)NC(=O)c2cccnc2)cc1 | -1.1 | -0.4 | 0.5 | 0.3 | 0.5 | -1.6 | -2.3 | 0.1 | 0.7 | -0.5 | 5.0
CCOC(=O)c1ccc(N2C(=O)C3CCCN3C2=S)cc1 (stereo not given) | -0.7 | -2.7 | 2.2 | 0.5 | 0.5 | -1.1 | 0.8 | 0.3 | 1.8 | -5.2 | -17.8
O=C1CSC(=Nc2ccc(O)cc2)N1 | -1.1 | -0.5 | 0.9 | -0.1 | -0.6 | -0.7 | 2.1 | -0.3 | 0.4 | 5.4 | 1.8
O=S(=O)(c1ccc(NC(=S)NC23CC4CC(CC(C4)C2)C3)cc1)N1CCCCC1 | -1.6 | -1.8 | -0.8 | 1.2 | -0.3 | -0.4 | -1.1 | 0.7 | -5.1 | 6.8 | 0.2
COc1ccc(COC(=O)C2CCN(C(=O)c3ccc(Cl)cc3)CC2)cc1F | -1.1 | -2.4 | -0.4 | -2.0 | 0.2 | -0.8 | -2.8 | -0.5 | 3.5 | -7.1 | -13.2
O=C(Oc1ccc(NC2=NS(=O)(=O)c3ccccc32)cc1)c1cccnc1 | -1.3 | 0.2 | -0.7 | 0.2 | -0.3 | -1.2 | -1.7 | -0.6 | -2.8 | -3.7 | 2.7
COc1cc(CO)cc(Br)c1OCC(=O)N1CCCCC1 | -1.0 | -2.7 | -1.6 | -0.4 | -0.2 | -1.5 | -0.7 | 0.9 | -0.5 | 3.4 | 2.9
COc1ccc(CNC(=O)c2cccnc2)cc1 | -0.7 | -1.9 | -0.4 | -0.5 | 0.6 | -1.3 | 4.8 | -0.2 | 1.2 | 1.3 | 1.6
O=C(NCc1ccc(Cl)cc1)c1cnn2ccccc12 | 3.0 | 2.5 | -0.1 | 3.8* | -0.2 | -0.4 | 2.4 | 1.0 | 17.6* | 1.4 | 12.2
O=C(NCc1ccon1)C1CCC(=O)N(Cc2cccc(C(F)(F)F)c2)C1 (stereo not given) | -0.9 | 1.6 | -0.7 | 0.8 | 0.1 | -1.2 | 5.9 | 1.5 | -0.8 | -1.6 | -2.0
Cc1ccc(CNC(=S)Nc2ccc3c(c2)c(=O)n(C)n3Cc2cccc(C(F)(F)F)c2)cc1 | -0.1 | -3.7 | -1.1 | -2.1 | 2.1 | -0.7 | -0.2 | / | -2.5 | 5.2 | -8.6
CCOC(=O)N1CCC(NC(=O)c2ccc(CS(=O)c3cccc(Cl)c3)o2)CC1 (stereo not given) | -1.6 | -0.7 | 0.8 | -1.5 | 0.0 | -0.4 | -0.3 | -0.8 | 2.2 | 0.2 | 0.6
CC(=O)N1CCC(=NNc2ncc(C(F)(F)F)cc2Cl)CC1 | -1.7 | -1.0 | -0.1 | 0.2 | -0.7 | -1.4 | / | 0.9 | -4.2 | / | 1.0
COc1ccc(CCNC(=O)Cn2c(=O)n(CC3CCCO3)c(=O)c3ccccc32)cc1OC (stereo not given) | -1.4 | -4.7 | 2.7 | -0.4 | -0.4 | -0.9 | -5.1 | 2.2 | 0.0 | 1.0 | 14.3
CC(C)NC(=O)N(Cc1ccc(Cl)cc1)Cc1cccs1 | 0.5 | 2.1 | 0.0 | 0.4 | 0.3 | -0.6 | -2.6 | -1.3 | 0.1 | -5.9 | -0.1
O=C(Cc1cccc2ccccc12)Nc1nnc(-c2cccc([N+](=O)[O-])c2)s1 | -0.8 | 1.9 | -0.6 | -1.3 | -0.3 | -1.4 | 1.6 | -0.6 | 1.7 | -8.0 | -4.2
Cn1c(CNC2CCCCC2)nc2ccccc21 | 0.7 | 2.5 | 0.5 | -0.3 | 0.3 | -0.5 | -1.8 | 0.2 | 0.3 | 2.5 | 2.7
CN(CCCNC(=O)c1ccccc1F)CCCNC(=O)c1ccccc1F | 0.3 | -0.9 | 1.5 | 0.1 | -0.4 | -0.8 | 2.2 | 0.7 | -1.1 | 2.3 | 7.9
COc1ccc(OCCNc2cc(N3CCOCC3)ccc2[N+](=O)[O-])cc1 | -3.1 | 2.8 | 3.4 | -1.4 | 0.6 | -1.1 | 9.5 | -1.5 | -6.1 | 0.6 | -11.1
Cc1nn(C(=O)c2nn(C)cc2[N+](=O)[O-])c(C)c1Cl | 1.5 | 2.6 | 0.1 | 0.4 | 0.0 | -1.2 | -1.2 | -0.6 | 5.9 | 3.2 | 0.9
CC(C)C(=O)N1CCN(c2ccc(NC(=O)c3ccco3)cc2Cl)CC1 | -1.0 | -1.4 | 0.0 | -0.5 | 0.3 | -1.3 | 2.1 | -0.6 | 0.5 | 2.8 | -2.5
Cc1ccc(NC(=O)c2noc3c2CCCCC3)cc1C | 3.8 | 1.2 | 2.7 | 4.0* | -0.1 | 0.5 | -2.4 | 3.8 | 9.0 | -7.1 | 4.0
CCN(CC)c1ccc(/C=N/NC(=O)c2ccco2)cc1 | 5.3 | 5.1 | 0.6 | 1.4 | 1.1 | 0.4 | -3.2 | -2.5 | 16.7* | -8.4 | 7.6
COc1ccc(C(=O)c2ccccc2)cc1Br | -0.7 | -1.3 | 0.4 | -0.9 | -0.5 | -1.7 | -1.4 | -0.1 | 1.2 | -2.7 | 1.0
Cc1cccc(C)c1OCC(=O)NC(Cc1c[nH]c2ccccc12)C(=O)O (stereo not given) | -1.1 | 5.5 | 0.7 | -0.5 | 0.0 | -0.4 | 0.2 | 0.9 | 0.4 | -2.3 | 0.3
CCOC(=O)CN=C/C(C(C)=O)=C(/C)O | -1.7 | -5.4 | 2.0 | 0.5 | 0.2 | -0.6 | -1.4 | -1.2 | 1.1 | -0.3 | 10.0
Cc1nnc(NC(=O)CCSCCC(=O)Nc2nnc(C)s2)s1 | -0.1 | -0.7 | 0.4 | 0.0 | -0.6 | -1.3 | 2.1 | 0.2 | 0.2 | 9.7 | 1.0
CC(C)(C)c1ccc(C2(C)NC(=O)N(CC(=O)NCc3cccs3)C2=O)cc1 (stereo not given) | 0.3 | -1.8 | -2.3 | -0.6 | -0.4 | -1.8 | 0.5 | 0.5 | 0.0 | -1.6 | -3.1
NNC(=O)c1ccc(COc2ccc3c(c2)CCC3)o1 | -0.7 | -0.2 | 4.1 | 0.2 | -0.1 | -0.8 | -1.9 | 1.3 | 11.2* | 1.6 | 13.1
C/C(=N/NS(=O)(=O)c1ccc(F)cc1)c1ccc(NC(=O)c2ccc(C)o2)cc1 | 2.5 | 7.2 | 1.0 | 1.5 | -0.7 | -0.1 | 2.6 | 0.3 | 8.8 | -2.7 | 2.3
CCCn1c(N)c(C(=O)CSc2ncc(C(F)(F)F)cc2Cl)c(=O)[nH]c1=O | 0.2 | -1.9 | -0.7 | -0.9 | 0.5 | -1.5 | 4.1 | 1.1 | 1.9 | 2.3 | 2.7
O=C(Cn1cnc2ccccc2c1=O)NCCC(=O)Nc1ccc2c(c1)OCCO2 | -2.6 | -3.0 | 0.0 | -0.7 | 0.4 | -1.3 | 2.9 | 0.6 | -2.0 | 4.8 | 3.3
